# Screens: PubChem BioAssay, NCI
# bub3 = NCI yeast anticancer drug screen, S. cerevisiae bub3 mutant strain. growth inhibition, % at 50 µM. 78,000 compounds, 9.9% hits;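 further: 0% = growth of vehicle-only cultures of the same strain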
#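 Growth of a checkpoint-deficient yeast mutant is measured after compound exposure. Values represent inhibition relative to vehicle.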
# mlh1 rad18 = NCI yeast anticancer drug screen, S. cerevisiae mlh1 rad18 strain. growth inhibition, % at 50 µM. 79,000 compounds, 11% hits;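 further: 0% = growth of vehicle-only cultures of the same strain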
#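 Growth inhibition of the yeast strain was measured after compound exposure and expressed relative to vehicle-treated controls. The strain carries defined defects in DNA damage repair.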
# yeast cln2 rad14 = NCI yeast anticancer drug screen, S. cerevisiae cln2 rad14 strain; 78,000 compounds, 8.3% hits; growth inhibition, % at 50 µM;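 further: 0% = growth of vehicle-only cultures of the same strain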
#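 The screen exposed genetically defined yeast (cln2 rad14) to test compounds and scored growth inhibition relative to vehicle-treated controls.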
# yeast rad50 = NCI yeast anticancer drug screen, S. cerevisiae rad50 strain; growth inhibition, % at 50 µM; 79,000 compounds, 10% hits; AID 155;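 further: 0% = growth of vehicle-only cultures of the same strain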
#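 A DNA repair-deficient yeast mutant serves as the test organism; compound-induced growth inhibition is calculated against vehicle-treated cells.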
# yeast sgs1 mgt1 = NCI yeast anticancer drug screen, S. cerevisiae sgs1 mgt1 strain; growth inhibition, % at 50 µM; 78,000 compounds, 10% hits;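 further: 0% = growth of vehicle-only cultures of the same strain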
#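 Growth of a repair-deficient yeast mutant was monitored after compound treatment and expressed as inhibition relative to vehicle-treated cultures.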
# mec2-1 = NCI yeast anticancer drug screen, S. cerevisiae mec2-1 strain; % growth inhibition at 50 µM; 79,000 compounds, 9% hits;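 further: 0% = growth of vehicle-only cultures of the same strain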
#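 Cells of the genetically defined mec2-1 yeast strain are incubated with test compound. Inhibition of growth is calculated against vehicle-treated controls.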
# Starred values were filed as active, the others as inactive; & = joins results of further samples. No stated cut-off is given here; in the data, active means growth inhibition above about 70%; inactive means the rest.
[1] CC(C)CC(C)OC(=O)Cc1ccccc1 (stereo unspecified)
[2] Cc1cccc(NC(=O)CCl)c1
[3] CC(Cl)C(=O)OC(C)C(=O)O (stereo unspecified)
[4] c1ccc2c(c1)ccc1[s+]cccc12
[5] O=C1NCC2(CCNCC2)N1c1ccccc1
[6] CC[CH](C)[Sn](=[O])[c]1ccccc1 (stereo unspecified)
[7] CC(CCC(C)OS(C)(=O)=O)OS(C)(=O)=O (stereo unspecified)
[8] COc1cccc(C=C(C#N)C#N)c1OC

assay / compound,1,2,3,4,5,6,7,8
mec2-1,14,-23,17,23,0,81*,-13&17&-20,-8
yeast cln2 rad14,-7,-5,8,25,13,28,-10&4&-2,5
bub3,8,22,-3,16,9,21,0&-2&23,-4
mlh1 rad18,31,20,3,76*,-13,76*,13&19&-23,4
yeast sgs1 mgt1,31,11,12,36,2,22,18&45&2,-3
yeast rad50,39,2,12,69,11,81*,38&3&-19,-10

[9] CC(C)(C)c1ccc(C(C)(C)OO)cc1
[10] NC(Cc1ccc(N(CCCl)Cc2ccccc2)cc1)C(=O)O (stereo unspecified)
[11] Nc1ccc([N+](=O)[O-])cc1Cl
[12] CCN1C(=O)C(=C/C=C/C=C2/N(C)c3ccccc3C2(C)C)C(=O)N(CC)C1=S
[13] ClC(Cl)c1ccccc1
[14] O=C1/C(=C\c2ccccc2)C2OCC=C3CN4CCC56c7ccccc7N1C5C2C3CC46 (stereo unspecified)
[15] c1ccc(C[As](c2ccccc2)c2ccccc2)cc1
[16] CCCCOCN(CCc1ccccc1)COCCCC

assay / compound,9,10,11,12,13,14,15,16
mec2-1,-1,-13,-7,-8,-12,-33,99*,6
yeast cln2 rad14,12,-4,19,-32,-22,-3,99*,19
bub3,10,-29,13,0,-15,-20,99*,10
mlh1 rad18,6,-32,34,0,-27,-9,99*,26
yeast sgs1 mgt1,18,2,45,-11,-30,-4,100*,24
yeast rad50,32,10,12,-29,-12,-19,99*,16

[17] C[C@@H](N)[C@@H](O)c1ccccc1
[18] CCOP(=O)(OCC)/C(C#N)=C/c1cccc(F)c1
[19] CC(=O)OC1CC2(C)C(=CC1C1SCCS1)CCC1C2CCC2(C)C(OC(C)=O)CCC12 (stereo unspecified)
[20] c1cc2c(cc1C1OC[C@H]3[C@@H](c4ccc5c(c4)OCO5)OC[C@@H]13)OCO2 (stereo partly specified)
[21] CCC(=O)OC1(c2ccccc2)CCN(CC2CC2)CC1C (stereo unspecified)
[22] [Cl][Rh]([Cl])([Cl])[Cl].[NH-]CC[NH-]
[23] COc1cc(N(CCCl)CCCl)c(OC)cc1C=Nc1cccc(C(F)(F)F)c1
[24] CN(C)CCOC(=O)C(OCCOc1ccccc1)(c1ccccc1)c1ccccc1

assay / compound,17,18,19,20,21,22,23,24
mec2-1,29,59,3,-1,13,15,-2,22
yeast cln2 rad14,15,25,15,11,14,-17,-6,41
bub3,14,51,-50,76*,12,-10,18,21
mlh1 rad18,8,69,11,28,13,9,22,37
yeast sgs1 mgt1,34,65,-32,60,11,16,29,26
yeast rad50,-1,74*,-8,15,6,17,20,42

[25] c1ccc(OP(Oc2ccccc2)(c2ccccc2)(c2ccccc2)c2ccccc2)cc1
[26] O=C(Cl)OC1CS(=O)(=O)CC1O (stereo unspecified)
[27] CC1(C)N=C(N)N=C(N)N1c1ccc(Cl)c(CCCCc2ccc(S(=O)(=O)F)cc2)c1
[28] O=[N+]([O-])c1c(F)cc(F)c([N+](=O)[O-])c1F
[29] Cn1c(O)c(C(=O)Nc2ccc([N+](=O)[O-])cc2)c(=O)n(C)c1=S
[30] CCN1CCC(O)(c2ccc(Cl)c(Cl)c2)C(C(=O)c2ccc(Cl)c(Cl)c2)C1 (stereo unspecified)
[31] O=C1NC(=S)NC(=O)C1=Cc1ccncc1
[32] CCCCCCCCCCCCCCCC[N+](C)(C)CCBr

assay / compound,25,26,27,28,29,30,31,32
mec2-1,7,1,100*,-6,12,100*,-47,99*
yeast cln2 rad14,-16,-35,99*,-28,8,99*,10,99*
bub3,-5,4,100*,-5,7,99*,-27,99*
mlh1 rad18,-43,0,100*,53,-3,100*,-10,99*
yeast sgs1 mgt1,13,-2,99*,-12,-1,100*,-8,99*
yeast rad50,6,-7,100*,-30,2,100*,-19,99*

[33] CN1CCN[C@@H]2CCCC[C@@H]21
[34] COCC(C#N)NC1CC(OC2CC(O)(C(=O)CO)Cc3c(O)c4c(c(O)c32)C(=O)c2c(OC)cccc2C4=O)OC(C)C1O (stereo unspecified)
[35] O=C(N/N=C/c1cc(Cl)cc(Cl)c1[O-])c1ccccc1O.O=C(N/N=C/c1cc(Cl)cc(Cl)c1[O-])c1ccccc1O.[Zn+2]
[36] C[C@@H]1[C@H](C)N1CC(O)Cn1ccnc1[N+](=O)[O-] (stereo partly specified)
[37] CN(Cc1cnc2nc(N)nc(N)c2n1)c1ccc(C(=O)NC(CCC(=O)NC(CC(P(=O)(O)O)P(=O)(O)O)C(=O)O)C(=O)O)cc1 (stereo unspecified)
[38] O=C1OC[C@@H]2Cc3c([nH]c4ccccc34)[C@@H](c3cc(O)c(O)c(O)c3)N12
[39] CN1C(=O)C(=O)C(=O)N(C)C1=O
[40] CN(C)C(=O)c1cc(N2CC2)c([N+](=O)[O-])cc1[N+](=O)[O-]

assay / compound,33,34,35,36,37,38,39,40
mec2-1,-5,89*,92*,8,-15,-1,6,1
yeast cln2 rad14,-8,89*,92*,22,17,7,13,14
bub3,6,92*,93*,-20,6,11,-27,2
mlh1 rad18,-12,90*,95*,7,-22,-52,-9,-2
yeast sgs1 mgt1,-10,90*,93*,-1,-8,21,13,1
yeast rad50,11,91*,94*,23,-20,12,28,-3

# Rewritten bar-delimited: 13 of the compounds above.
item | Molecule | mec2-1 | yeast cln2 rad14 | bub3 | mlh1 rad18 | yeast sgs1 mgt1 | yeast rad50
27 | CC1(C)N=C(N)N=C(N)N1c1ccc(Cl)c(CCCCc2ccc(S(=O)(=O)F)cc2)c1 | 100* | 99* | 100* | 100* | 99* | 100*
28 | O=[N+]([O-])c1c(F)cc(F)c([N+](=O)[O-])c1F | -6 | -28 | -5 | 53 | -12 | -30
29 | Cn1c(O)c(C(=O)Nc2ccc([N+](=O)[O-])cc2)c(=O)n(C)c1=S | 12 | 8 | 7 | -3 | -1 | 2
30 | CCN1CCC(O)(c2ccc(Cl)c(Cl)c2)C(C(=O)c2ccc(Cl)c(Cl)c2)C1 (stereo unspecified) | 100* | 99* | 99* | 100* | 100* | 100*
31 | O=C1NC(=S)NC(=O)C1=Cc1ccncc1 | -47 | 10 | -27 | -10 | -8 | -19
32 | CCCCCCCCCCCCCCCC[N+](C)(C)CCBr | 99* | 99* | 99* | 99* | 99* | 99*
33 | CN1CCN[C@@H]2CCCC[C@@H]21 | -5 | -8 | 6 | -12 | -10 | 11
34 | COCC(C#N)NC1CC(OC2CC(O)(C(=O)CO)Cc3c(O)c4c(c(O)c32)C(=O)c2c(OC)cccc2C4=O)OC(C)C1O (stereo unspecified) | 89* | 89* | 92* | 90* | 90* | 91*
35 | O=C(N/N=C/c1cc(Cl)cc(Cl)c1[O-])c1ccccc1O.O=C(N/N=C/c1cc(Cl)cc(Cl)c1[O-])c1ccccc1O.[Zn+2] | 92* | 92* | 93* | 95* | 93* | 94*
36 | C[C@@H]1[C@H](C)N1CC(O)Cn1ccnc1[N+](=O)[O-] (stereo partly specified) | 8 | 22 | -20 | 7 | -1 | 23
37 | CN(Cc1cnc2nc(N)nc(N)c2n1)c1ccc(C(=O)NC(CCC(=O)NC(CC(P(=O)(O)O)P(=O)(O)O)C(=O)O)C(=O)O)cc1 (stereo unspecified) | -15 | 17 | 6 | -22 | -8 | -20
38 | O=C1OC[C@@H]2Cc3c([nH]c4ccccc34)[C@@H](c3cc(O)c(O)c(O)c3)N12 | -1 | 7 | 11 | -52 | 21 | 12
39 | CN1C(=O)C(=O)C(=O)N(C)C1=O | 6 | 13 | -27 | -9 | 13 | 28

# Additional entries.
[41] CC1OC(O[C@@H]2C=C3CC[C@@H]4[C@H](CC[C@]5(C)[C@@H](c6ccc(=O)oc6)CC[C@]45O)[C@@]3(C)CC2)C(O)C(OC2OC(CO)C(O)C(O)C2O)C1O (stereo partly specified)
[42] O=C1CC(c2ccccc2)CO1 (stereo unspecified)
[43] O=[n+]1c2ccccc2n([O-])c2ccccc21.[Cl][Cu][Cl]
[44] NC1=C(c2nc(-c3ccccc3)cs2)C(c2ccco2)c2c(c3ccccc3oc2=O)O1 (stereo unspecified)
[45] ClCc1ccccc1
[46] CC12CCCCC1C(=O)C2(Cl)Cl (stereo unspecified)
[47] CCOP(=O)(OCC)/C(C#N)=C/c1ccc(C)o1
[48] O=C1CC(=O)NP(=O)(Oc2ccccc2)N1

assay / compound,41,42,43,44,45,46,47,48
mec2-1,6,-1,99*,5,9,-2,-13,-17
yeast cln2 rad14,11,22,98*,13,-20,2,-7,-22
bub3,14,-4,98*,6,31,-4,-20,-5
mlh1 rad18,9,10,99*,13,22,27,-42,-6
yeast sgs1 mgt1,-2,2,99*,24,5,43,-50,-2
yeast rad50,26,-9,99*,-5,40,12,-34,-6

[49] CCN(CC)CCc1ccccn1
[50] O=NNc1ncc(Br)cc1Br
[51] C/C=C/C(=O)[O-].N.N.N.N.N.[Co+3].[O-][Cl+3]([O-])([O-])[O-]
[52] CCOC(=O)/C=C/P(=O)(OCC)OCC
[53] C[C@@H]1C[C@@H]2c3cccc4c3c(cn4C)C[C@H]2N(C)C1
[54] CC(=O)c1ccc(NC(O)C(Cl)(Cl)Cl)cc1 (stereo unspecified)
[55] CCC1C(=O)NC(=O)N(c2ccccc2)C1=O (stereo unspecified)
[56] CC1CCC2C(C)C(=O)OC3OC4(C)CCC1C32OO4 (stereo unspecified)

assay / compound,49,50,51,52,53,54,55,56
mec2-1,-16,-55,-6,-3,-18,19,-8,4
yeast cln2 rad14,-9,7,9,-57,7,-12,-39,28
bub3,-14,-15,-13,10,10,19,3,18
mlh1 rad18,6,-68,-36,0,8,22,-6,3
yeast sgs1 mgt1,-7,-4,-8,-15,32,0,-3,-8
yeast rad50,-13,17,-10,11,12,6,14,-8

[57] C/C(=N\N(C)C)C(CN1CCCCC1)C(c1ccccc1)c1c(O)c2ccccc2oc1=O (stereo unspecified)
[58] CCCCN(CCCC)CC(O)c1ccccc1I (stereo unspecified)
[59] CC(=O)[O-].[Zn].c1ccc(/C(=N\Nc2ccccn2)c2ccccn2)cc1
[60] CC(=O)c1ccccc1O.[Cr]
[61] CN1CCCC(C(=O)c2ccccc2)C1 (stereo unspecified)
[62] [CH3][Sn]([CH3])([CH3])[O]C(=O)C(O)c1ccccc1 (stereo unspecified)
[63] CCCC(C)C(=O)Nc1cccc(OC(=O)N(C)C)c1 (stereo unspecified)
[64] O=C(O)C(Br)CBr (stereo unspecified)

assay / compound,57,58,59,60,61,62,63,64
mec2-1,-30,-3,10,-32,-5,-8,16,18
yeast cln2 rad14,5,36,14,4,-19,9,-4,-13
bub3,30,14,35,-18,-5,0,22,-2
mlh1 rad18,-9,4,41,21,4,-2,13,34
yeast sgs1 mgt1,-6,-3,24,19,0,5,6,27
yeast rad50,-1,-6,42,3,0,12,0,5

[65] CC(C)CCCC(C)CCC1C(=O)NC(=S)NC1=O (stereo unspecified)
[66] c1ccc([Se+](c2ccccc2)c2ccccc2)cc1
[67] Cc1c2ccncc2c(CN(CCCl)CCCl)c2c3ccccc3n(C)c12
[68] O=[N+]([O-])c1ccccc1O
[69] [Pt].c1ccc([PH+](CC[PH+](CC[PH+](c2ccccc2)c2ccccc2)c2ccccc2)CC[PH+](c2ccccc2)c2ccccc2)cc1 (stereo unspecified)
[70] CCOP(O)(=S)OCC
[71] COCC(=O)CP(=O)(OC)OC
[72] CCN(c1ccccc1)P(I)(c1ccccc1)(c1ccccc1)c1ccccc1

assay / compound,65,66,67,68,69,70,71,72
mec2-1,10,-47,88*,36,14,2&10&23,-20,99*
yeast cln2 rad14,2,-10,88*,36,9,7&20&-2,19,99*
bub3,-3,-2,82*,11,17,-14&-14&-16,-15,98*
mlh1 rad18,32,18,92*,16,9,3&19&17,1,99*
yeast sgs1 mgt1,-4,2,85*,42,26,-4&8&12,-12,99*
yeast rad50,8,17,90*,30,23,2&10&17,-21,99*

[73] CC(C)(C)NP(=O)(NC(C)(C)C)NC(C)(C)C
[74] CCCC[As](CCCC)SC1CCC2(C)C(=CCC3C4CCC(=O)C4(C)CCC32)C1 (stereo unspecified)
[75] COc1ccc([As](O[As](c2ccc(OC)cc2)c2ccc(OC)cc2)c2ccc(OC)cc2)cc1
[76] Cc1ccc2c(C)c3ccc4ccccc4c3c[n+]2c1
[77] CCN1CCc2cc(OC)c(OC)cc2C1
[78] O=C(CC(=O)C(F)(F)F)c1cccs1
[79] CCCOC(N)=O

assay / compound,73,74,75,76,77,78,79
mec2-1,-10,84*,100*,84*,5,-12,3
yeast cln2 rad14,5,82*,99*,53,-26,12,-25
bub3,-8,84*,99*,86*,-1,12,22
mlh1 rad18,8,99*,99*,72*,4,-13,-1
yeast sgs1 mgt1,-17,97*,100*,85*,6,1,-21
yeast rad50,6,96*,99*,71*,0,-6,-5

# A portion of the library (hit frequency here may not be typical).
